Bioassay records as filed in PubChem.
A549 proliferation = A549 NSCLC cell proliferation inhibitors – ATP luminescence, human non-small cell lung line, primary screen (AID 371). A549 growth inhibition, ATP luminescence; hits give high values. growth inhibition, % at 10 µM. 8.4% of 3,300 active;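 active = mean growth inhibition over the two runs of 50% or more; inactive = mean growth inhibition under 50%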;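 note: compound exposure lasted 72 h before the ATP read; 0% = untreated cell signal and 100% = no luminescence left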
AID772 = HT29 colon tumor cell growth inhibition, primary screen, imaging, high content imaging, 72 h, CellTiter-Glo (AID 772). growth inhibition, % at 10 µM. 0.6% of 3,300 active. HT29 cell growth, HCS imaging cell count, 72 h; hits give high values;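 active = growth inhibition above 90%, meaning viable cell count cut by more than 90% versus vehicle controls; inactive = growth inhibition below 90%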
HT29 cell growth-1 = HT29 colon tumor cell growth inhibition, primary screen, imaging, high content imaging, 48 h, CellTiter-Glo (AID 771); 2% of 3,300 active; growth inhibition, % at 10 µM; HT29 cell growth, HCS imaging cell count, 48 h; hits give high values;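 active = growth inhibition above 90%, meaning viable cell count by imaging cut by more than 90% versus vehicle controls; inactive = growth inhibition below 90%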;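 note: percent fewer viable cells counted by imaging than vehicle controls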
AID364 = cytotoxicity toward Jurkat T cells, primary screen, cell-based, Jurkat E6.1, NIH starter set (AID 364) | Jurkat E6.1 viability, ATP luminescence, 48 h; higher % means a stronger effect | inhibition, % at 4 µM; hits with a dose series show CC50 in µM | 2% of 3,300 active;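 active = concentration giving half-maximal inhibition at or below 20 micromolar; inactive = half-maximal concentration above 20 micromolar, or not dose tested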;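 note: 100% = cells treated with 4 µM doxorubicin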
HT29 cell growth-2 = HT29 colon tumor cell growth inhibition, primary screen, imaging, high content imaging, 24 h, CellTiter-Glo (AID 770); HT29 cell number by imaging, 24 h; hits give high values; growth inhibition, % at 10 µM; 3,300 tested, under 10 active;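 active = growth inhibition above 90% in viable cell count at a single dose; inactive = growth inhibition below 90%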
HT29 cell growth-2 condensed nuclei = also measured in HT29 cell growth-2; calls as there; condensed nuclei, %; measured here: percent cells with condensed nuclei;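 share of cells whose nuclear area falls below control median minus 1.5 SD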
HT29 cell growth-2 ATP viability = second read-out of HT29 cell growth-2, no call of its own (marks repeat the call); growth inhibition, %; measured here: ATP CellTiter-Glo viability
HT29 cell growth-1 condensed nuclei = also measured in HT29 cell growth-1; calls as there; condensed nuclei, %; measured here: percent cells with condensed nuclei;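 condensed means Hoechst nuclear area under control median minus 1.5 SD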
HT29 cell growth-1 ATP viability = further read-out of HT29 cell growth-1, marked with its call; growth inhibition, %; measured here: ATP CellTiter-Glo viability inhibition
AID772 condensed nuclei = second read-out of AID772, no call of its own (marks repeat the call); condensed nuclei, %; measured here: percent cells with condensed nuclei;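 condensed means nuclear area below control median minus 1.5 SD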
AID772 second = further read-out of AID772, marked with its call; growth inhibition, %; measured here: ATP CellTiter-Glo viability
Active calls of the source: *; . = no result given. These rows are one share of the data; count on the stated rates, not on these rows.

entry	molecule	HT29 cell growth-2 condensed nuclei	HT29 cell growth-1 condensed nuclei	HT29 cell growth-2	HT29 cell growth-2 ATP viability	AID772 condensed nuclei	HT29 cell growth-1 ATP viability	AID772	AID772 second	HT29 cell growth-1	A549 proliferation	AID364
1	C=CCc1cccc(/C=N/c2ncn[nH]2)c1O	2.6	0.8	-34	-7	3	2	-6	-18	-6	1	2%
2	COc1cc(C)nc(Oc2ccc(=O)n(C)n2)n1	2.4	2.0	-21	-10	5	10	-61	-42	19	-4	-4%
3	O=C1c2ccccc2C(=O)N1CC1c2ccccc2CCN1C(=O)N1CCOCC1 (configuration not stated)	2.7	2.5	2	-1	3	-3	-20	-41	-32	5	-5%
4	Cc1ccc(Oc2nc3c(c(=O)n(Cc4ccccc4F)c(=O)n3C)n2C)cc1	1.1	2.7	1	5	3	34	32	17	25	-2	7%
5	OCCN=C(c1ccccc1)C12CN3CN(CN(C3)C1)C2	2.6	4.7	5	7	2	-7	8	17	28	0	16%
6	COc1ccccc1C(=O)NCC(=O)n1nc(C)cc1C	3.3	1.1	-12	6	12	-8	-10	3	-7	4	-2%
7	COc1ccc2cc([C@H](C)C(=O)O)ccc2c1	4.5	2.2	-35	0	6	.	-12	-8	7	4	-10%
8	O=c1[nH]c(-c2ccccn2)nc2ccccc12	2.6	5.4	36	3	9	21	53	37	66	58*	13%
9	Cc1cc(Nc2ccc3ccccc3c2)n2ncnc2n1	16	3.0	16	9	6	19	49	28	49	45	-4%
10	C=C1C2(C(=O)Nc3nccs3)CCC(C2)C1(C)C (configuration not stated)	3.3	3.7	-38	-5	13	-8	4	-35	22	5	1%
11	CC(C)Cc1nc(N2CCOCC2)c(C#N)c2c1COC(C)(C)C2	5.3	4.2	27	14	7	15	-3	20	50	12	-1%
12	CCOC(=O)CSc1nc(N)c(C(=O)Nc2ccc(N(C)C)cc2)s1	2.2	2.6	-17	10	4	-24	44	41	-34	24	-8%
13	CCCCc1[nH]c(=O)c(C#N)c2c1CSC(C)(C)C2	5.8	3.0	-27	0	2	-21	-1	16	-12	8	1%
14	CCCOc1ccc(/C(O)=C2/C(=O)C(=O)N(CCN3CCOCC3)C2c2ccccc2)cc1 (configuration not stated)	2.4	3.6	1	-9	3	-7	-27	-40	7	-9	-6%
15	CCOC(=O)c1c(C)n(C)c2ccc(O)c(S(=O)(=O)c3ccccc3)c12	1.1	0.9	-22	-12	3	-29	1	-13	-57	7	-2%
16	O=C(COc1ccccc1)Nc1ccc(-c2nnc(-c3ccco3)o2)cc1	2.5	2.6	-11	-14	3	-9	10	-25	19	-6	-3%
17	COC(=O)c1ccc(C2/C(=C(\O)c3cccc(OC)c3)C(=O)C(=O)N2CCCN(C)C)cc1 (configuration not stated)	5.7	4.6	4	1	6	-18	0	-28	60	2	0%
18	O=C(NCc1ccccc1)/C(=N\O)c1ccccc1	6.0	1.8	29	5	3	-11	-94	-32	10	0	5%
19	COc1ccc(C2C(C#N)=C(N)Oc3cc(C)n(CCN4CCOCC4)c(=O)c32)cc1OC (configuration not stated)	4.8	2.7	31	13	14	4	40	24	54	-1	-1%
20	Cc1ccc(S(=O)(=O)N(CC(O)CN(C)C)c2ccccc2)cc1 (configuration not stated)	3.8	1.5	12	-5	8	-14	28	-16	44	5	6%
21	COc1ccccc1C1CC(c2ccc(Cl)cc2)Nc2nc(N)nn21 (configuration not stated)	3.2	2.9	-34	-2	4	-6	-106	-46	19	9	3%
22	CCOC(=O)c1c2c(c(=S)n(-c3ccccc3)c1N)CCC2	4.9	3.7	2	6	14	3	55	13	5	26	0%
23	CCS(=O)(=O)CCn1c([N+](=O)[O-])cnc1C	1.7	1.9	-22	-25	2	.	-88	-23	11	-2	-8%
24	CCSc1nnc(N(CCC#N)CCC#N)s1	4.5	3.0	-28	1	2	-14	-10	-24	4	4	-7%
25	CCCn1c(=O)c2[nH]c(C3CCCC3)nc2n(CCC)c1=O	2.3	1.9	-22	-6	7	.	58	-6	-13	17	5%
26	CCCc1nc(N2CCOCC2)c(C#N)c2c1CCCC2	1.8	0.7	4	7	6	7	50	9	24	17	-2%
27	CCC1(C)Cc2c(sc(NC(=O)CCC(=O)O)c2C#N)CO1 (configuration not stated)	3.4	3.5	25	1	3	-12	-32	-34	18	4	2%
28	Brc1ccc(-c2cnc3n2CCCC3)cc1	3.4	3.7	-6	16	22	14	66	67	2	22	1%
29	Cc1ccc(-n2c(N)c(C(N)=O)sc2=S)cc1	1.6	3.5	28	0	5	-16	-16	-56	7	7	17%
30	CCOC(=O)CC(=O)CSc1nc2c(cc1C#N)CCCCCC2	1.7	3.6	-1	3	7	-17	-5	-62	-13	5	-10%
31	CCOC(=O)N1CC=C2C(C#N)=C(N)C(C#N)(C#N)[C@H](c3cccs3)[C@H]2C1	7.1	21	75	19	8	32	-19	39	50	9	2%
32	COc1c(O)ccc2cnn(-c3ccccc3C)c(=O)c12	3.4	3.2	-15	-1	5	4	21	-11	25	-5	-14%
33	CN1CCC2(CC1)C1CN(C)CC=C1C(C#N)=C(N)C2(C#N)C#N (configuration not stated)	2.1	2.9	-37	7	3	12	18	13	-29	3	4%
34	COC(=O)[C@@H](N)Cc1ccc(O)cc1	3.2	7.5	50	13	10	.	-12	13	25	-1	1%
35	COCCCn1c2nc3ccccc3nc2c2c(=O)n(CC3CCCO3)cnc21 (configuration not stated)	4.1	1.1	2	-13	5	3	10	-3	37	3	-3%
36	O=C(CCCN1CC=C(n2c(=O)[nH]c3ccccc32)CC1)c1ccc(F)cc1	3.4	2.1	3	-3	11	.	31	4	-9	9	2%
37	CCc1nc2n[nH]c(N)c2c2c1CSC(C)(C)C2	6.5	1.5	20	12	8	2	-51	-11	-21	12	2%
38	COCCCNc1nc2c(c(=O)n(C)c(=O)n2C)n1Cc1cccc(OC)c1	1.0	2.1	-30	-7	2	-26	-43	-22	-13	33	-2%
39	COc1ccc(CNc2oc(COc3ccc(Cl)cc3)nc2C#N)cc1	7.9	2.3	-1	14	25	24	59	54	26	74*	-6%
40	CCn1cc(C(=O)NCCc2ccccc2)c(=O)c2cc(F)c(N3CCN(C)CC3)cc21	3.4	15*	23	21	22	90*	43	96	97*	90*	-1%

Part of the list above, showing only A549 proliferation.
nr | SMILES | A549 proliferation
33 | CN1CCC2(CC1)C1CN(C)CC=C1C(C#N)=C(N)C2(C#N)C#N (configuration not stated) | 3
39 | COc1ccc(CNc2oc(COc3ccc(Cl)cc3)nc2C#N)cc1 | 74*

A draw from above in order of count of non-hydrogen atoms, high to low.
entry	molecule	HT29 cell growth-2 condensed nuclei	HT29 cell growth-1 condensed nuclei	HT29 cell growth-2	HT29 cell growth-2 ATP viability	AID772 condensed nuclei	HT29 cell growth-1 ATP viability	AID772	AID772 second	HT29 cell growth-1	A549 proliferation	AID364
40	CCn1cc(C(=O)NCCc2ccccc2)c(=O)c2cc(F)c(N3CCN(C)CC3)cc21	3.4	15*	23	21	22	90*	43	96	97*	90*	-1%
35	COCCCn1c2nc3ccccc3nc2c2c(=O)n(CC3CCCO3)cnc21 (configuration not stated)	4.1	1.1	2	-13	5	3	10	-3	37	3	-3%
36	O=C(CCCN1CC=C(n2c(=O)[nH]c3ccccc32)CC1)c1ccc(F)cc1	3.4	2.1	3	-3	11	.	31	4	-9	9	2%
31	CCOC(=O)N1CC=C2C(C#N)=C(N)C(C#N)(C#N)[C@H](c3cccs3)[C@H]2C1	7.1	21	75	19	8	32	-19	39	50	9	2%
39	COc1ccc(CNc2oc(COc3ccc(Cl)cc3)nc2C#N)cc1	7.9	2.3	-1	14	25	24	59	54	26	74*	-6%
33	CN1CCC2(CC1)C1CN(C)CC=C1C(C#N)=C(N)C2(C#N)C#N (configuration not stated)	2.1	2.9	-37	7	3	12	18	13	-29	3	4%
27	CCC1(C)Cc2c(sc(NC(=O)CCC(=O)O)c2C#N)CO1 (configuration not stated)	3.4	3.5	25	1	3	-12	-32	-34	18	4	2%
26	CCCc1nc(N2CCOCC2)c(C#N)c2c1CCCC2	1.8	0.7	4	7	6	7	50	9	24	17	-2%
37	CCc1nc2n[nH]c(N)c2c2c1CSC(C)(C)C2	6.5	1.5	20	12	8	2	-51	-11	-21	12	2%
29	Cc1ccc(-n2c(N)c(C(N)=O)sc2=S)cc1	1.6	3.5	28	0	5	-16	-16	-56	7	7	17%
28	Brc1ccc(-c2cnc3n2CCCC3)cc1	3.4	3.7	-6	16	22	14	66	67	2	22	1%
34	COC(=O)[C@@H](N)Cc1ccc(O)cc1	3.2	7.5	50	13	10	.	-12	13	25	-1	1%

Following part
entry	molecule	HT29 cell growth-2 condensed nuclei	HT29 cell growth-1 condensed nuclei	HT29 cell growth-2	HT29 cell growth-2 ATP viability	AID772 condensed nuclei	HT29 cell growth-1 ATP viability	AID772	AID772 second	HT29 cell growth-1	A549 proliferation	AID364
41	CCOc1cc(C2Nc3ccccc3C(=O)N2c2ccccc2OC)ccc1O (configuration not stated)	1.1	1.7	1	-2	2	-8	-14	-9	15	5	12%
42	CCOC(=O)Oc1ccc2c(c1)C(C)=CC(C)(C)N2C(=O)OCC	1.7	1.6	25	9	2	33	19	-14	45	7	-9%
43	CCCCc1c(C)c2ccc(OCC(C)=O)cc2oc1=O	2.1	1.8	-45	-9	3	-13	-31	-59	-38	27	-2%
44	CCC(=O)O[C@]1(C(=O)CCl)[C@@H](C)C[C@H]2[C@@H]3CCC4=CC(=O)C=C[C@]4(C)[C@@]3(F)[C@@H](O)C[C@@]21C	3.7	0.0	9	9	5	.	57	34	64	46	9%
45	CCOC(=O)c1c(C)[nH]sc1=S	1.7	2.0	-11	-16	2	-21	-13	-41	-9	4	5%
46	CN(C)CCCn1c(NC(=O)C2CCCCC2)nc2ccccc21	1.9	2.8	-21	-3	9	-13	-33	-3	-3	2	1%
47	CN(C1CCS(=O)(=O)C1)S(=O)(=O)c1cccc2nsnc12 (configuration not stated)	4.8	8.2	12	10	5	2	-59	-2	-12	-1	-11%
48	NS(=O)(=O)c1cc2c(cc1Cl)NC=NS2(=O)=O	5.4	1.5	33	12	1	.	72	17	5	-12	-9%
49	Cc1nc(N2CCN(C(=O)c3ccc(Cl)cc3)CC2)c(C#N)c2c1COC(C)(C)C2	3.9	3.7	-46	2	12	-31	-26	-13	19	45	7%
